# Screening data from PubChem BioAssay.
# SUMO1-SIM PPI = alters human SUMO1 binding to SIM partners; actives 0.33% (n = 360,000); inhibition, % at 20 µM; AID 602429; SUMO1 binding to a labelled peptide, TR-FRET, 1 h; in the data active means inhibition above about 37%
# CSN deneddyl inh = blocks human CSN-mediated cullin deneddylation; Q92905; Purified CSN, SCF-Nedd8-OG deneddylation, fluorescence polarization; inhibition, % at 12.5 µM; actives 0.38% (n = 360,000); AID 651999;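 active means pattern-corrected inhibition above about 35%, with an unprinted fluorescence ratio check between 0.5 and 1.5, limit read from the data, passing the limit was not always enough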;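 further: 0% = enzyme with substrate and 100% = substrate without enzyme; some results filed as inactive read as strong as hits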
#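 Assay system: Purified human Csn5 enzyme expressed in HEK293T cells | Amount: Enzyme 0.24 nM | Measured by: Fluorescence polarization readout | Medium: Tris/NaCl/DTT buffer, pH 7.5 | Compound dosing: One concentration, 12.5 µM, 0.25% DMSO | Times: 90 min incubation of compound, enzyme and substrate at room temperature | Control set: no-enzyme wells high, enzyme-with-substrate wells low | Read-out: % inhibition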
# MsrA inh = inhibits bovine methionine sulfoxide reductase A. purified bovine MsrA, absorbance read-out. inhibition, % at 15.5 µM. actives 0.75% (n = 360,000). AID 651718; in the data active means inhibition above about 4.5%;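 further: 0% = vehicle wells with enzyme and 100% = reference inhibitor wells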
# STEP block = blocks human striatal-enriched tyrosine phosphatase. inhibition, % at 20 µM. recombinant STEP, OMFP fluorogenic substrate, fluorescence. actives 0.25% (n = 360,000). AID 588621;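 active means inhibition at 20 µM, scaled per plate between control wells, above about 37%, limit read from the data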;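 further: 0% = DMSO with enzyme and substrate and 100% = substrate only without enzyme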
#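 material = STEP tyrosine phosphatase | reagent = fluorogenic phosphatase substrate OMFP at 25 µM final | doses = single compound dose of 20 µM, 1% DMSO final | schedule = 20 min reaction, room temperature, in the dark | measured by = fluorescence, 480/540 nm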
# Tb MetRS inh = Trypanosoma brucei MetRS inhibition | purified T. brucei MetRS, ATP depletion, Kinase-Glo luminescence | actives 0.4% (n = 360,000) | inhibition, % at 11.9 µM | AID 624268;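 active means inhibition above a per-plate cutoff of the control wells' mean inhibition plus 3 SD, cut at about 5.5% in these data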;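 further: 0% = DMSO wells median and 100% = median of wells with control inhibitor compound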
#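 Material – parasite MetRS enzyme · Medium – HEPES-MgCl2-KCl buffer plus DTT, spermine, BSA, pyrophosphatase · Reagent – ATP, methionine and E. coli bulk tRNA substrates · Times – 15 min enzyme-compound preincubation, 2 h reaction, 10 min detection, 25 °C · Measured by – luminescence of leftover ATP · Evaluation – percent inhibition relative to median high and low control wells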
# Rpn11 inh = Rpn11 (human) deubiquitinase inhibition; O00487; human 26S proteasome, Ub4-pepOG fluorescence polarization; 20S core pre-blocked with epoxomicin; calls only at 20 µM; actives 0.59% (n = 360,000); AID 588493;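 active means inhibition at 20 µM, scaled to each plate's controls, above about 33%, limit read from the data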
# Scp1 inh = blocks human Scp-1 phosphatase activity; Q9GZU7; Recombinant Scp1, phosphopeptide, malachite green phosphate absorbance; inhibition, % at 20 µM; actives 0.88% (n = 340,000);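 active means inhibition above about 50% at 20 µM, limit read from the data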;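 further: plate controls were DMSO wells with enzyme for no effect and wells lacking enzyme for full effect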
#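 Material: truncated SCP-1 phosphatase (76-261aa) / Buffer or medium: 50 mM Tris acetate pH 5.5, 0.005% Tween-20, 10 mM MgCl2 / Compound dosing: one concentration, 20 µM, with 1.0% DMSO / Incubation: 45 min room-temperature reaction, 5 min colour, 30 min stabiliser / Detection: colorimetric free-phosphate detection, absorbance 630 nm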
# NadD block = inhibitors of Staphylococcus aureus NadD; purified NadD enzyme, colorimetric absorbance read-out; inhibition, % at 20 µM; actives 0.78% (n = 360,000); AID 602399; in the data active means inhibition above about 26%; further: some compounds past the cut are filed as inactive
# LMPTP inh = blocks human LMPTP phosphatase. inhibition, % at 20 µM. actives 0.22% (n = 360,000). P24666. recombinant LMPTP-A, OMFP fluorogenic substrate, fluorescence intensity;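 active means compounds that cut the enzyme signal by at least half of the control window in the single-dose screen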;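 further: plate controls were DMSO wells with enzyme plus substrate for no effect and substrate without enzyme for full effect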
#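 test system = LMPTP-A | amount = 0.625 nM LMPTP-A final | reagent = fluorogenic phosphatase substrate OMFP at 400 µM final | incubation = 50 min at room temperature | benchmarks = no-enzyme low control, uninhibited high control | medium = Bis-Tris pH 6.0, DTT, detergent | signal = fluorescence intensity of OMFP turnover product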
# DNMT1 inh = inhibitors of human DNMT1; actives 0.83% (n = 360,000); inhibition (reported as % activation of signal), % at 10 µM; P26358; AID 588458; DNMT1 molecular beacon, Hinp1I cleavage, fluorescence; in the data active means inhibition above about 50%
# Target sequence (P26358 504-1616 limits assumed): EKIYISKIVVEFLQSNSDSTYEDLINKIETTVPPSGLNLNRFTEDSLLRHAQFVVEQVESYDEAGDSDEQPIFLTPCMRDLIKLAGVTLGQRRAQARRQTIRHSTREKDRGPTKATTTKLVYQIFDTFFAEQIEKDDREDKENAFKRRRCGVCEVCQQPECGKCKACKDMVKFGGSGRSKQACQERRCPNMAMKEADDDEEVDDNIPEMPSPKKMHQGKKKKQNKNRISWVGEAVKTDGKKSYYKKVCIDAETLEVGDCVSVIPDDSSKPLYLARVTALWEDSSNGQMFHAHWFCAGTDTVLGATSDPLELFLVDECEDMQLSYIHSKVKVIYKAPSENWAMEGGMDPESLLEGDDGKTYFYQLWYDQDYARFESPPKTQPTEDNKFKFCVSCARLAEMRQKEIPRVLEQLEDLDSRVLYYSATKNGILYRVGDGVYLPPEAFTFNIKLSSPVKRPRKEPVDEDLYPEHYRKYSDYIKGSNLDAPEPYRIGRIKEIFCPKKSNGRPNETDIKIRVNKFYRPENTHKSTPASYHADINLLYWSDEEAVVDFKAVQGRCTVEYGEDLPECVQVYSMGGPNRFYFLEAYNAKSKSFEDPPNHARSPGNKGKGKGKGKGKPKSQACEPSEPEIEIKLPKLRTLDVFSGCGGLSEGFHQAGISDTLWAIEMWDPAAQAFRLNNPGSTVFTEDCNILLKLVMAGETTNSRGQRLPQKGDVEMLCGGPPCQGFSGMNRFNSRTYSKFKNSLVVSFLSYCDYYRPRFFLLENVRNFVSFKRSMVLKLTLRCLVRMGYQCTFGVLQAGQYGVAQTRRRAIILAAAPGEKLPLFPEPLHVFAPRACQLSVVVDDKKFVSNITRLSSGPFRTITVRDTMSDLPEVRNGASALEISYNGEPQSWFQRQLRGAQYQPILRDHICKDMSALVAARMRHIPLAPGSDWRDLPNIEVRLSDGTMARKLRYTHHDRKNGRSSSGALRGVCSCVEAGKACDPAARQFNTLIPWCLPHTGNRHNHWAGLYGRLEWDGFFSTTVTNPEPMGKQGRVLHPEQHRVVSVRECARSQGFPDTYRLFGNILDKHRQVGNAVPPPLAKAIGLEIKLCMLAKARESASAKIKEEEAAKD
# The depositor's hits bear a star; i = inactive; nt = no result given; + = active, no number.
SMILES,SUMO1-SIM PPI,CSN deneddyl inh,MsrA inh,STEP block,Tb MetRS inh,Rpn11 inh,Scp1 inh,NadD block,LMPTP inh,DNMT1 inh
O=C(NCCN1CCOCC1)C1CCC(=O)N1Cc1ccc(F)cc1 (centres undefined),-1,3,0.1,0,0.2,i,-11,-4,-2.0,4
C=CC[C@H](CC(=O)N(CCO)Cc1ccccc1)C(=O)N[C@H](COC(=O)[C@@H](CC=C)Cc1ccc(F)cc1)Cc1c[nH]c2ccccc12,1,-1,0.6,0,-0.2,i,-18,-3,7.0,-34
CN(C)C=Nc1nc2ccccc2nc1N1CCCC1,-1,-2,0.5,-5,-0.1,i,-8,-1,-0.4,-1
CC(C)C(NC(=O)OC(C)(C)C)C(=O)N1CCCC1C(=O)NC(Cc1ccccc1)C(N)=O (centres undefined),-2,2,-0.9,0,-1.8,i,9,6,-1.1,2
Cc1cc(C)c2c(=O)[nH]n(C3CCOC(C)(C)C3)c2n1 (centres undefined),5,0,0.9,-2,-0.8,i,6,0,-1.8,3
CN(C)C(=O)c1ccc(NC(=O)COc2cccc3c2OC(C)(C)C3)cc1,-4,2,0.0,0,-0.3,i,-2,-1,-0.4,-1
Cc1cc(=O)n2[nH]c(NCc3c(F)cccc3Cl)nc2n1,-3,1,1.4,0,0.3,i,-7,1,-0.3,-1
O=C(CCN1CCN(c2ccc([N+](=O)[O-])cc2)CC1)c1ccc(Cl)cc1,-25,-10,0.9,1,-0.3,i,-7,-3,2.1,1
Cc1nn(-c2ccccc2)c(C)c1C(=O)OCC(=O)NCc1ccco1,11,0,0.7,-2,0.2,i,-2,1,-0.6,-1
CCc1nnc(NC(=O)c2cccc(S(=O)(=O)N3CCc4ccccc43)c2)s1,7,2,1.0,-3,0.3,i,-4,-1,-0.5,-1
COc1ccc(-c2ccnc3nc(N4CCOCC4)nn23)cc1,-4,0,2.3,20,-1.6,i,-2,-2,-1.5,0
CCOC(=O)c1c(C)c(C(=O)N2CCCCCC2)c(C)n1C,-4,3,-1.7,-4,0.0,i,-8,-10,0.5,-2
O=C(CSCc1ccccc1)NNC(=S)Nc1cccc(Cl)c1Cl,9,0,0.0,4,-0.3,i,-15,11,-1.4,-6
COC(=O)c1c(C)[nH]c(C(=O)C(C)OC(=O)C2CC2C)c1C (centres undefined),0,-4,-0.4,-2,0.0,i,-8,9,0.0,-1
CCOC(=O)c1n[nH]c2ccccc12,-1,5,0.7,5,-0.9,i,-4,-6,-0.9,4
Cc1occc1C(=O)N1CCN(c2ccc(Cl)cc2)CC1,0,2,0.8,1,0.2,i,-4,1,-1.0,3
Cc1ccccc1C1N=C2Oc3ccccc3C=C2C(=O)N1 (centres undefined),-21,2,1.4,1,-0.9,i,nt,4,1.9,4
C/C=C(\C)C(=O)Nc1cccc(C2=NOC3(C2)C[C@H](C(N)=O)N(C(=O)CC#N)C3)c1 (some centres undefined),0,0,0.4,-4,-0.4,i,12,-3,-2.3,3
CCCCN(C(=O)c1cc2c(s1)CCC2)c1c(N)n(CC(C)C)c(=O)[nH]c1=O,8,4,0.8,1,-0.3,i,18,10,5.0,27
COc1ccc(S(=O)(=O)N2CCOC2CNC(=O)C(=O)NCCCN2CCOCC2)cc1C (centres undefined),3,0,-0.1,-2,-0.2,i,-15,3,-3.1,0
O=C(NCC(c1cccs1)N1CCOCC1)c1cn(-c2ccccc2)nc1-c1ccccc1 (centres undefined),1,0,0.2,-1,-0.5,i,-2,6,0.9,-9
COc1ccc(/C=N/n2c(C)cc(C)cc2=O)cc1,-2,-13,-1.6,2,0.0,i,-2,5,0.1,1
C=CCOc1ccc(-c2nc3c(c(=O)[nH]c(=O)n3CCCC)n2C)cc1OC,20,-1,1.5,-2,-1.1,i,-1,-1,-3.7,6
Cc1ccc(C(=O)N/C(=C/c2ccco2)C(=O)NC2CCS(=O)(=O)C2)cc1 (centres undefined),-4,1,1.4,-3,-0.6,i,-1,3,-0.3,-5
COc1ccccc1CN1CCC(n2nccc2NC(=O)CCCc2ccccc2)CC1,5,-2,-0.7,-1,0.1,i,1,-9,1.7,-5
COc1cccc(/C=C(/C(=O)OCC(=O)NC2CCCCCCC2)c2ccccc2)c1,-3,0,0.9,-1,-0.8,i,-8,2,7.8,-9
CC(Oc1ccc(Cl)cc1Cl)C(=O)NN=C1CCN(C)CC1 (centres undefined),1,-1,-0.4,-2,0.8,i,-10,3,0.5,16
CCCCCCC(=O)Nc1ccc(C(=O)N2CCCC2)cc1,1,2,-0.4,14,-0.7,i,-8,-1,-2.5,0
Cc1ccccc1NC(=O)CCC(=O)N/N=C/c1c[nH]c2ccccc12,-2,-1,1.7,-1,-0.4,i,-5,5,0.6,0
Cc1ccc(C(=O)NCCc2c[nH]c3ccccc23)s1,-2,-3,-1.6,1,0.1,i,7,-1,1.2,-2

# 5 records drawn at random from the list so far:
SMILES,SUMO1-SIM PPI,CSN deneddyl inh,MsrA inh,STEP block,Tb MetRS inh,Rpn11 inh,Scp1 inh,NadD block,LMPTP inh,DNMT1 inh
Cc1ccc(C(=O)N/C(=C/c2ccco2)C(=O)NC2CCS(=O)(=O)C2)cc1 (centres undefined),-4,1,1.4,-3,-0.6,i,-1,3,-0.3,-5
C=CC[C@H](CC(=O)N(CCO)Cc1ccccc1)C(=O)N[C@H](COC(=O)[C@@H](CC=C)Cc1ccc(F)cc1)Cc1c[nH]c2ccccc12,1,-1,0.6,0,-0.2,i,-18,-3,7.0,-34
Cc1cc(C)c2c(=O)[nH]n(C3CCOC(C)(C)C3)c2n1 (centres undefined),5,0,0.9,-2,-0.8,i,6,0,-1.8,3
Cc1cc(=O)n2[nH]c(NCc3c(F)cccc3Cl)nc2n1,-3,1,1.4,0,0.3,i,-7,1,-0.3,-1
CCOC(=O)c1c(C)c(C(=O)N2CCCCCC2)c(C)n1C,-4,3,-1.7,-4,0.0,i,-8,-10,0.5,-2

# Next compounds follow.
SMILES,SUMO1-SIM PPI,CSN deneddyl inh,MsrA inh,STEP block,Tb MetRS inh,Rpn11 inh,Scp1 inh,NadD block,LMPTP inh,DNMT1 inh
CC(C)COc1ccc(C(=O)OCCN2CCCCC2)cc1,0,-1,-0.6,-1,-0.2,i,-9,-3,-1.2,0
Cc1cc(Br)cc(C)c1NC(=S)NC(=O)CC(C)C,-1,3,1.4,1,-0.3,i,-10,0,0.2,3
Cc1ccc(S(=O)(=O)N(C)CC(=O)N2CCN(c3ccccn3)CC2)cc1,0,-4,1.3,-1,-1.2,i,-10,0,-0.8,-1
Cc1nc2ccc(C(=O)O)cc2[nH]1,1,4,0.1,-2,-0.2,i,33,-3,1.5,-6
COc1ccc(CN(C)CCc2ccccn2)c(OC)c1OC,0,-2,0.0,3,-0.9,i,-7,2,-1.4,3
O=C(Nc1nnc(-c2ccccc2)o1)C1CCCCC1,2,2,-0.8,-2,-0.6,i,-9,1,-1.1,3
CCN1C(=O)CC(N2CCN(c3ccc(C(=O)c4ccncc4)cc3)CC2)C1=O (centres undefined),-16,-4,2.0,1,0.6,i,-6,4,-1.0,1
NNC(=O)CCc1c[nH]c2ccccc12,4,1,0.1,-3,0.1,i,-8,0,-0.3,-1
CC(C)NC(=O)c1ccc(OC2CSC2)cc1,4,-4,-0.8,-3,0.0,i,-2,1,0.6,4
CCCNC(=O)C1(C)CCCN(Cc2csc3ccccc23)C1 (centres undefined),0,0,-1.0,-2,-0.4,i,nt,2,-1.8,0
COc1ccccc1CNC(=O)CN(C)S(=O)(=O)c1ccc(Br)s1,2,2,0.1,1,0.2,i,-7,-2,-0.1,-2
COc1ccc2oc(=O)cc(C)c2c1,1,-2,1.0,4,-1.0,i,-7,-10,-1.7,2
COc1ccccc1-n1c(SCC(=O)N2CCOCC2)nc(O)cc1=O,-5,-3,0.1,0,-0.3,i,0,5,0.4,2
O=c1oc2ccc(Cl)cc2cc1-c1ccccc1,-3,-3,1.8,1,-1.1,i,-3,3,1.7,18
CCC1Oc2ccc(C)cc2N(CC(=O)NCC2COc3ccccc3O2)C1=O (centres undefined),5,4,-0.6,-1,-0.1,i,-12,-2,0.5,-2
N#Cc1nc(N2CCOCC2)nc(N2CCOCC2)n1,-1,6,0.4,-1,-0.4,i,-5,-1,0.5,-1
O=C(c1ccc(C(=O)N2CCCCCC2)cc1)N1CCCCCC1,-4,-2,0.2,-6,-0.1,i,-2,-6,-3.2,-1
O=C(O)C1C2C=CC3(CN(c4cccc(C(F)(F)F)c4)C(=O)C13)O2 (centres undefined),1,-2,1.3,8,-0.4,i,-11,-3,-1.5,0
C=CCN1C(=O)/C(=C/c2ccccc2)S/C1=N/c1nccs1,-4,-1,0.6,-1,-0.9,i,1,2,-0.9,4
C=CC[C@H](CC(=O)N(CCO)Cc1ccccc1)C(=O)N[C@H](COC(=O)[C@@H](CC=C)Cc1ccc(F)cc1)Cc1ccccc1,6,3,0.0,0,-0.1,i,-11,-4,5.6,-31
Cc1ccc(Cc2cnc(NC(=O)c3ccco3)s2)cc1,6,6,0.3,0,0.0,i,0,-1,0.6,-5
COc1ccc(/C=C2\C(=O)NC(=S)N2C(=O)c2ccc(C)cc2)cc1,16,48*,3.0,5,-0.7,+,9,22,4.1,-7
CN(CC(=O)Nc1ccc(F)cc1)C(=O)Cn1cnc2ccc(Cl)cc2c1=O,-10,-4,-0.7,0,-0.5,i,-5,1,-0.2,-5
